LMPTP block = blocks human LMPTP phosphatase | P24666 | recombinant LMPTP-A, OMFP fluorogenic substrate, fluorescence intensity | inhibition, % at 20 µM | actives 0.22% (n = 360,000) | AID 651560;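 active = compounds that cut the enzyme signal by at least half of the control window in the single-dose screen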;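 also: plate controls were DMSO wells with enzyme plus substrate for no effect and substrate without enzyme for full effect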
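Test system: LMPTP-A phosphatase enzyme. Amount: LMPTP-A at 0.625 nM final in the reaction. Reagent: OMFP substrate, 400 µM final. Times: 50 min at room temperature. Signal: endpoint fluorescence intensity from OMFP dephosphorylation. Read-out basis: % inhibition. Benchmarks: no-enzyme and uninhibited controls.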
STEP inh = blocks human striatal-enriched tyrosine phosphatase; recombinant STEP, OMFP fluorogenic substrate, fluorescence; inhibition, % at 20 µM; actives 0.25% (n = 360,000); AID 588621;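 active = inhibition at 20 µM, scaled per plate between control wells, above about 37%, limit read from the data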;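 also: 0% = DMSO with enzyme and substrate and 100% = substrate only without enzyme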
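Assay system: isolated STEP enzyme / Timing: 20 min at room temperature, dark / Doses: 20 µM, 1% DMSO / Technique: fluorescence intensity, excitation 480 nm, emission 540 nm / Reagent: fluorogenic phosphatase substrate OMFP at 25 µM final / Measure: percent inhibition scaled to no-enzyme and uninhibited-enzyme controls, plate-pattern corrected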
NadD block = NadD (S. aureus) enzyme inhibition; AID 602399; inhibition, % at 20 µM; actives 0.78% (n = 360,000); purified NadD enzyme, colorimetric absorbance read-out; in the data active = inhibition above about 26%; also: some compounds past the cut are filed as inactive
DNMT1 block = blocks human DNA methyltransferase DNMT1; inhibition (reported as % activation of signal), % at 10 µM; actives 0.83% (n = 360,000); AID 588458; P26358; DNMT1 molecular beacon, Hinp1I cleavage, fluorescence; in the data active = inhibition above about 50%
Target sequence (P26358 504-1616 limits assumed): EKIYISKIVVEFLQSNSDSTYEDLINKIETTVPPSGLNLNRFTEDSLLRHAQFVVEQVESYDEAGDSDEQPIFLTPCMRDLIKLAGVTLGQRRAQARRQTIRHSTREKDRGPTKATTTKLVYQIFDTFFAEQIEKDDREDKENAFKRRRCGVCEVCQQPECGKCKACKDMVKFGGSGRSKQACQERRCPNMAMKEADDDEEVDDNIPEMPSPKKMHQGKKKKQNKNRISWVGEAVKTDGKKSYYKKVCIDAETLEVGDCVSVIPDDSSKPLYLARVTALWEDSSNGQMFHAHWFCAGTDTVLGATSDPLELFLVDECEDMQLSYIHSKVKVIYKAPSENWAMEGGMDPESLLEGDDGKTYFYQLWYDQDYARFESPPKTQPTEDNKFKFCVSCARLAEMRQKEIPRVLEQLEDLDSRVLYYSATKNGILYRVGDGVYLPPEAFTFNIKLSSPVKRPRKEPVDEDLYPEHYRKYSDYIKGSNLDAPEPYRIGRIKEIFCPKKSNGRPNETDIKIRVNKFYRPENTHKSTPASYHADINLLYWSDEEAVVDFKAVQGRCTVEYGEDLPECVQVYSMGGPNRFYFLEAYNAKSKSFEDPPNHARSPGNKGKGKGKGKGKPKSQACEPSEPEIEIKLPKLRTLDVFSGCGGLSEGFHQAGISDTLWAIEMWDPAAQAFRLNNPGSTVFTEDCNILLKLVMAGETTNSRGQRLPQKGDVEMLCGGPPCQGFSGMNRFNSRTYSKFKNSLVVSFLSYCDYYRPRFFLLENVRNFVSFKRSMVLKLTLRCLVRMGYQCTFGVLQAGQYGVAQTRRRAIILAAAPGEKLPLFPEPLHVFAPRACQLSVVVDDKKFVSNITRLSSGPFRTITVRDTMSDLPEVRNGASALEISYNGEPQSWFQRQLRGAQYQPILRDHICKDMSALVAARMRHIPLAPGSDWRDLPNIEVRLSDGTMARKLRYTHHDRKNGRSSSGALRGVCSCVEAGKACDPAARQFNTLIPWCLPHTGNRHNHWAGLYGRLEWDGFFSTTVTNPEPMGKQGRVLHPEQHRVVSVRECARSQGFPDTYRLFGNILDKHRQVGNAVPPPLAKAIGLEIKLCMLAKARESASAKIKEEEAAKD
Scp-1 inhibitor = Scp-1 (human) phosphatase inhibition. Q9GZU7. Recombinant Scp1, phosphopeptide, malachite green phosphate absorbance. inhibition, % at 20 µM. actives 0.88% (n = 340,000);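 active = inhibition above about 50% at 20 µM, limit read from the data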;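 also: plate controls were DMSO wells with enzyme for no effect and wells lacking enzyme for full effect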
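assay system = SCP-1 phosphatase catalytic domain, residues 76-261 | buffer or medium = 50 mM Tris acetate pH 5.5, 0.005% Tween-20, 10 mM MgCl2 | incubation = enzyme reaction 45 min at room temperature, colour 5 min, stabilisation 30 min | signal = Phosphate-binding colour reagent, absorbance read at 630 nm | measure = % inhibition at 20 µM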
Neddyl block = inhibitors of human cullin neddylation. calls only at 25 µM. actives 0.58% (n = 360,000). TR-FRET cullin neddylation, biochemical. P61081+Q13564; in the data active = inhibition above about 36%
CSN inh = CSN deneddylation inhibition. Q92905. Purified CSN, SCF-Nedd8-OG deneddylation, fluorescence polarization. actives 0.38% (n = 360,000). inhibition, % at 12.5 µM;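 active = pattern-corrected inhibition above about 35%, with an unprinted fluorescence ratio check between 0.5 and 1.5, limit read from the data, passing the limit was not always enough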;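 also: 0% = enzyme with substrate and 100% = substrate without enzyme; some results filed as inactive read as strong as hits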
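Material: purified human Csn5 enzyme expressed in HEK293T cells / Medium: Tris buffer pH 7.5, NaCl, DTT, Tween-20, trehalose, ovalbumin / Compound dosing: 12.5 µM single point / Schedule: 90 min incubation of compound, enzyme and substrate at room temperature / Signal: fluorescence polarization of the substrate / Control set: no-enzyme wells high, enzyme-with-substrate wells low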
Rpn11 block = blocks the human proteasome subunit Rpn11 | human 26S proteasome, Ub4-pepOG fluorescence polarization; 20S core pre-blocked with epoxomicin | calls only at 20 µM | actives 0.59% (n = 360,000) | AID 588493;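 active = inhibition at 20 µM, scaled to each plate's controls, above about 33%, limit read from the data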
Rin1-Abl PPI inh = inhibitors of human Rin1-Abl protein interaction; TR-FRET Rin1/Abl binding, biochemical; inhibition, % at 7.35 µM; actives 0.4% (n = 360,000); AID 588664; in the data active = inhibition above about 5%, passing the limit was not always enough
SUMO1-SIM PPI = alters human SUMO1 binding to SIM partners. P63165. SUMO1 binding to a labelled peptide, TR-FRET, 1 h. inhibition, % at 20 µM. actives 0.33% (n = 360,000); in the data active = inhibition above about 37%
* = called active by the depositor; i = inactive; / = not tested or not shown. Rows are unselected (roughly 3.8% active in at least one column).

structure | LMPTP block | STEP inh | NadD block | DNMT1 block | Scp-1 inhibitor | Neddyl block | CSN inh | Rpn11 block | Rin1-Abl PPI inh | SUMO1-SIM PPI
Cc1ccc(CNC(=O)CO/N=C/c2ccc(C(C)(C)C)cc2)cc1 | 2.8 | 1 | -6 | 2 | -2 | i | -8 | i | 0 | -3
Cc1c(C(=O)O)oc2ccc(S(=O)(=O)NCc3ccc(F)cc3)cc12 | -0.2 | 1 | 6 | 1 | -9 | i | 3 | i | -1 | -4
Cc1ncc(N=Nc2ccccc2Cl)c(-c2ccccc2)n1 | 1.1 | 1 | 0 | -1 | 3 | i | 5 | i | 1 | -14
Cc1c(NC(=O)CSc2nc3c(cnn3-c3ccccc3)c(=O)[nH]2)c(=O)n(-c2ccccc2)n1C | -6.1 | -2 | -4 | 2 | -9 | i | -6 | i | 1 | 1
CCC(C(=O)Nc1cc(Cl)c(OC)cc1OC)c1ccccc1 (stereo not drawn) | 1.0 | 1 | -9 | -3 | -12 | i | -2 | i | 3 | 0
COc1cccc(C(O)Cc2nc3ccccc3n2C)c1OC (stereo not drawn) | -1.0 | 0 | 1 | 2 | -6 | i | -3 | i | 2 | -2
CCOC(=O)C(C)n1cnc2c(oc3ccccc32)c1=O (stereo not drawn) | -0.8 | -2 | 2 | 1 | -12 | i | 1 | i | 1 | 0
O=C(COc1cc(F)ccc1[N+](=O)[O-])Nc1ccc(N2CCOCC2)cc1 | -0.7 | 3 | -2 | 0 | -2 | i | -1 | i | 2 | -5
CCn1c(SCC(=O)N2CCN(C)CC2)nc2c1c(=O)n(C)c(=O)n2C | -4.4 | 0 | -1 | 16 | -4 | i | 4 | i | 0 | -2
O=C(CNC(=O)c1ccccc1F)NNC(=O)c1ccccc1O | -1.1 | 1 | -3 | 6 | -1 | i | -4 | i | 1 | 0
CCOC(=O)c1ccc(S(=O)(=O)N2CCN(CCC#N)CC2)cc1 | -2.3 | 1 | -3 | 0 | -8 | i | -2 | i | 3 | 5
CN(C)C(=O)CSc1nnc(NC(=O)CCc2ccccc2)s1 | -2.1 | 2 | 1 | 1 | 4 | i | -1 | i | -1 | 3
CCOC(=O)CNC(=O)CSc1nnc(-c2ccco2)n1N | -0.9 | 1 | 4 | 6 | -4 | i | 1 | i | 0 | 1
CC(=O)OC(C=C(C)C)C/C(C)=C/COc1c2ccoc2cc2oc(=O)ccc12 (stereo not drawn) | 1.7 | 2 | 11 | 3 | -8 | i | -2 | i | -1 | 1
Cc1ccc(OCC(=O)N/N=C/c2ccc([N+](=O)[O-])o2)cc1 | -1.5 | 1 | 0 | -9 | 1 | i | 6 | i | -3 | -22
S=c1cn[nH]c2ccccc12 | 0.4 | 1 | 7 | 1 | 5 | i | -5 | i | -2 | -21
Cc1c(C)c2ccc(OC(C)C(=O)N3CC[C@@]4(O)CCCC[C@H]4C3)c(C)c2oc1=O (stereo partly drawn) | -0.2 | 0 | 2 | -5 | 7 | / | -7 | i | -4 | 2
O=C(c1cc(Cl)ccc1[N+](=O)[O-])N1CCc2ccccc2C1 | -1.6 | 2 | -2 | 1 | -7 | i | 5 | i | -3 | -20
CCc1ccc(OCC(=O)N(Cc2ccccc2)C2CCS(=O)(=O)C2)cc1 (stereo not drawn) | -0.3 | 1 | -7 | -4 | 2 | i | -3 | i | -1 | 4
CCOC(=O)CC1COCCN1Cc1cn[nH]c1-c1ccc2c(c1)OCO2 (stereo not drawn) | -0.6 | -5 | -1 | 4 | -9 | i | -4 | i | 3 | -2
Cc1ccc(N2CN=C3SCC(=O)N3C2)cc1C | -0.5 | -4 | -4 | 0 | -5 | i | -2 | i | 0 | -1
O=C(CN1CCN(c2ccccn2)CC1)Nc1ccc([N+](=O)[O-])cc1C(=O)Nc1ccccc1F | 0.3 | -2 | -4 | -1 | -2 | i | 2 | i | -1 | -27
CCCC(C)NC(=O)COc1ccc(Sc2ccc(OCC(=O)NC(C)CCC)cc2)cc1 (stereo not drawn) | 1.3 | 1 | 10 | 0 | -4 | i | -6 | i | 2 | -1
CCOC(=O)C1CCCN(C(=O)CCNS(=O)(=O)c2cc(Br)cnc2N)C1 (stereo not drawn) | -1.0 | 2 | -6 | 1 | -6 | i | -1 | i | 5 | -4
Cc1cccc(NC(=O)N(C)Cc2cccs2)c1 | -1.1 | -3 | -1 | 5 | 1 | i | 3 | i | -5 | 3
CCCC(=O)NCC(c1cccs1)S(=O)(=O)c1ccc(Cl)cc1 (stereo not drawn) | -0.8 | 1 | 0 | 2 | -6 | i | -2 | i | -7 | -2
O=C1C=C(c2ccc(-c3ccccc3)c(F)c2)C[C@@H](c2ccc3c(c2)OCO3)C1 | 4.7 | 2 | 2 | -2 | -18 | i | -3 | i | 1 | -4
COC(=O)C1=C(C(=O)OC)[N+]2=C3N(C(=O)NC2(C)C)[C@H](CO)C[C@@]32c3ccccc3N(Cc3ccccc3)[C@@H]12 | 1.0 | 0 | 5 | 1 | 1 | i | -3 | i | -3 | -8
O=C(CSc1nnc(-c2ccco2)n1Cc1ccccc1)c1ccccc1 | -0.5 | 0 | 0 | -1 | -5 | i | 2 | i | 0 | -1
CCOC(=O)c1sc(NC(=S)NC(=O)c2ccco2)nc1C | -0.2 | 0 | 7 | -1 | -7 | i | -5 | i | 0 | -53

In the list so far, these contain a thiophene ring, fused or not.
structure | LMPTP block | STEP inh | NadD block | DNMT1 block | Scp-1 inhibitor | Neddyl block | CSN inh | Rpn11 block | Rin1-Abl PPI inh | SUMO1-SIM PPI
Cc1cccc(NC(=O)N(C)Cc2cccs2)c1 | -1.1 | -3 | -1 | 5 | 1 | i | 3 | i | -5 | 3
CCCC(=O)NCC(c1cccs1)S(=O)(=O)c1ccc(Cl)cc1 (stereo not drawn) | -0.8 | 1 | 0 | 2 | -6 | i | -2 | i | -7 | -2

The listing continues.
structure | LMPTP block | STEP inh | NadD block | DNMT1 block | Scp-1 inhibitor | Neddyl block | CSN inh | Rpn11 block | Rin1-Abl PPI inh | SUMO1-SIM PPI
COc1ccc(NC(=O)C2Cc3c(-c4ccc(Cl)cc4)ccnc3O2)cc1OC (stereo not drawn) | 1.2 | 6 | -4 | -5 | / | i | 0 | i | -5 | 10
COCCCNCCOCCSc1ccc(Cl)cc1 | -1.7 | 1 | -1 | 2 | -27 | i | -3 | i | -1 | -6
COc1ccc(CNC(=O)/C(C#N)=C/c2cccc(OC)c2OC)cc1 | 0.4 | -2 | -5 | 0 | -25 | i | 2 | i | 3 | -4
C[C@@]12C(=O)Nc3ccc(Br)cc3C(=O)N1[C@H]1c3cc(Br)ccc3OC[C@@H]1[C@@H]2c1ccccc1 | 1.7 | 0 | 8 | 4 | -8 | i | 0 | i | 2 | -4
O=C(OCC(=O)c1ccc[nH]1)c1ccc(Cl)c(Cl)c1 | 0.1 | 2 | -9 | -4 | -10 | i | 1 | i | 1 | 0
CC(C)(C)NC(=O)C(c1cccnc1)N(C(=O)c1csnn1)c1ccccc1 (stereo not drawn) | -1.2 | 2 | 0 | 1 | 2 | i | 3 | i | 3 | 6
COc1nc(Oc2ccc(C(=O)O)cc2)nc(Oc2ccc(C(=O)O)cc2)n1 | -1.3 | -1 | -2 | -3 | -10 | i | -1 | i | 2 | 0
COC(=O)c1ccc(NC(=O)CSc2nnc(CNc3ccc(F)cc3)n2C)cc1 | -0.3 | 3 | 7 | -3 | -4 | i | -2 | i | -2 | 2
CCC(=O)N1CCN(c2nc3ccccc3s2)CC1 | -1.4 | 1 | 1 | 0 | -2 | i | -7 | i | 0 | 1
COc1ccc(CC(N)c2csc(Nc3cccc(OC)n3)n2)cc1 (stereo not drawn) | 0.9 | -1 | 2 | -1 | / | i | 2 | i | 1 | -11
COc1ccc(NC(=O)/C(C#N)=C/c2c(C)nn(-c3ccc(F)cc3)c2Cl)cc1Cl | -1.7 | -5 | 1 | -11 | 2 | i | 0 | i | 3 | 3
COCc1cc(=O)[nH]c(Nc2nc3ccccc3o2)n1 | 1.3 | 1 | -2 | -4 | -5 | i | 1 | i | -4 | 6
CC(C)(C)c1ccc(S(=O)(=O)NCCN2CCOCC2)cc1 | 0.1 | -1 | -6 | 4 | / | i | -4 | i | 3 | -2
O=C(NNC(=O)c1ccncc1)Nc1ccc([N+](=O)[O-])cc1 | 0.2 | -4 | 0 | -1 | -6 | i | -6 | i | 3 | -16
CCN(CC)C(=O)C1CCN(S(=O)(=O)c2ccc3oc4ccccc4c3c2)CC1 | 1.1 | 3 | 8 | -4 | -5 | i | 1 | i | 6 | 4
O=C(Nc1nc(-c2ccncc2)cs1)c1ccc(F)cc1 | -0.7 | 0 | 1 | 0 | 2 | i | 1 | i | 3 | 1
CCNC(=O)NC(=O)CSc1ccc2ccccc2c1 | 0.9 | -2 | -1 | 10 | -4 | i | -8 | i | 1 | -2
COc1ccc(Br)cc1/C=C/c1ccc2cccc(O)c2n1 | 2.0 | 0 | 8 | -14 | 7 | i | 2 | i | -1 | -6
Cc1ccc(C(=O)Nc2nnc(COCCO)s2)cc1 | -0.5 | -5 | 0 | 0 | / | i | -1 | i | 3 | 0
COc1ccccc1NC(=O)CSc1nnc(-c2ccoc2C)n1C | -1.4 | -3 | -9 | -1 | -3 | i | 5 | i | 0 | -4
COc1ccc(S(=O)(=O)N(C)CC(=O)Nc2ccccc2OC)cc1C | 0.4 | -3 | -5 | 0 | -7 | i | 3 | i | 0 | -5
COc1ccc(Nc2oc(-c3ccco3)nc2S(=O)(=O)c2ccc(F)cc2)cc1 | 1.5 | 0 | -3 | -8 | -7 | / | 4 | i | 1 | 1
COc1ccc(-n2c(Cc3cccn3C)nnc2SCC(=O)Nc2ccc(Cl)cc2)cc1 | 1.8 | -3 | 6 | -3 | -1 | i | 0 | i | 0 | -1
O=C(COC(=O)/C=C/c1ccccc1Cl)NC1CCCC1 | -1.3 | 0 | 0 | 2 | -13 | i | -1 | i | 0 | -5
O=C(CNS(=O)(=O)c1ccc2c(c1)OCCCO2)N1CCN(c2ccc(F)cc2)CC1 | -0.1 | -3 | -6 | 4 | -1 | i | 4 | i | 3 | -4
O=C(Nc1ccc(S(=O)(=O)N2CCCC2)cc1)c1ccc(OCC2CCCO2)cc1 (stereo not drawn) | 0.3 | 0 | -5 | -4 | -10 | i | 1 | i | 3 | 2
COc1ccc(C(=O)OCc2ccccc2F)cc1S(=O)(=O)N1CCCC1 | 0.9 | 1 | -7 | -5 | -10 | i | -3 | i | 3 | 4
O=C(c1snnc1-c1ccccc1)N1CCOCC1 | -0.9 | -1 | -11 | 1 | -10 | i | -4 | i | -1 | 0

Compound activity: PubChem, several laboratories
